Screening data as filed in PubChem.
NadD inh – NadD (S. aureus) enzyme inhibition; inhibition, % at 20 µM; AID 602399; purified NadD enzyme, colorimetric absorbance read-out; actives 0.78% (n = 360,000); in the data active = inhibition above about 26%; also: some compounds past the cut are filed as inactive
Rin1-Abl PPI inh – human Rin1-Abl interaction inhibition; TR-FRET Rin1/Abl binding, biochemical; inhibition, % at 7.35 µM; actives 0.4% (n = 360,000); in the data active = inhibition above about 5%, passing the limit was not always enough
DNMT1 inh – DNMT1 (human) enzyme inhibition. inhibition (reported as % activation of signal), % at 10 µM. P26358. DNMT1 molecular beacon, Hinp1I cleavage, fluorescence. AID 588458. actives 0.83% (n = 360,000); in the data active = inhibition above about 50%
Target sequence (P26358 504-1616 limits assumed): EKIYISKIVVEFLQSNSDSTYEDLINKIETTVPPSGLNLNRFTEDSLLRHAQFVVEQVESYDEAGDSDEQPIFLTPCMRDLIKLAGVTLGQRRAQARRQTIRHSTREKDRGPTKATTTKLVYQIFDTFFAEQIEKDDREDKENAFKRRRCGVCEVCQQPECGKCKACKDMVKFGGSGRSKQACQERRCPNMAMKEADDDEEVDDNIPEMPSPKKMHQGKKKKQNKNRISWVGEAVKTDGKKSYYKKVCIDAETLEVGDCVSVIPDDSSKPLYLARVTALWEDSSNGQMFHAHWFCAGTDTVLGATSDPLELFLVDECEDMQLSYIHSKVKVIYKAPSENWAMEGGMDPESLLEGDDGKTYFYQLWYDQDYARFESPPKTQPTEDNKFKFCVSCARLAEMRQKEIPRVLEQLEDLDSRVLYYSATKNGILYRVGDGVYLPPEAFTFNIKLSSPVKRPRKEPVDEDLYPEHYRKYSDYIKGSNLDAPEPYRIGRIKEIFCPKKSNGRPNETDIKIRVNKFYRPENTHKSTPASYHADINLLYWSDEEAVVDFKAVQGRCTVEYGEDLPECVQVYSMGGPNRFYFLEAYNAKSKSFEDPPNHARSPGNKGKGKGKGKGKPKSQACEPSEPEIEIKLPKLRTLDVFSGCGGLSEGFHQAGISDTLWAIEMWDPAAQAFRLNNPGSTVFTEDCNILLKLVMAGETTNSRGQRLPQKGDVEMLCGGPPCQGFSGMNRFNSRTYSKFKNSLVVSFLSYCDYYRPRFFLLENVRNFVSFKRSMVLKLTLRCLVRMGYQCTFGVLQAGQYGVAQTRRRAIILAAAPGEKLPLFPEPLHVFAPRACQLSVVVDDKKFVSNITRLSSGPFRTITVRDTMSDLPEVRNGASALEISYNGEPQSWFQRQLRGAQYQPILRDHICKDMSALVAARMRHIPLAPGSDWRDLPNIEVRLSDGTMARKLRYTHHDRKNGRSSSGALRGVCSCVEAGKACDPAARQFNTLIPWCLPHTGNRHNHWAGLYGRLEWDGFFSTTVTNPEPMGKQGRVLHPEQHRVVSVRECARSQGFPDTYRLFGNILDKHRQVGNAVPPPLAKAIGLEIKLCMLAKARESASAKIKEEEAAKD
LMPTP block – blocks human LMPTP phosphatase; P24666; recombinant LMPTP-A, OMFP fluorogenic substrate, fluorescence intensity; inhibition, % at 20 µM; actives 0.22% (n = 360,000); AID 651560;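 active = compounds that cut the enzyme signal by at least half of the control window in the single-dose screen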;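 also: plate controls were DMSO wells with enzyme plus substrate for no effect and substrate without enzyme for full effect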
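Test system: LMPTP-A phosphatase enzyme; input: 0.625 nM LMPTP-A final; reagent: OMFP substrate, 400 µM final; compound dosing: 20 µM single dose, 3% DMSO; incubation: 50 min dark incubation at room temperature; measured by: endpoint fluorescence intensity from OMFP dephosphorylation; measure: % inhibition relative to no-enzyme and uninhibited control wells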
CSN inh – inhibitors of human CSN-mediated cullin deneddylation; Q92905; Purified CSN, SCF-Nedd8-OG deneddylation, fluorescence polarization; inhibition, % at 12.5 µM; actives 0.38% (n = 360,000); AID 651999;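 active = pattern-corrected inhibition above about 35%, with an unprinted fluorescence ratio check between 0.5 and 1.5, limit read from the data, passing the limit was not always enough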;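 also: 0% = enzyme with substrate and 100% = substrate without enzyme; some results filed as inactive read as strong as hits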
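Assay system: Purified human Csn5 enzyme expressed in HEK293T cells | Amount: Enzyme 0.24 nM | Measured by: Fluorescence polarization readout | Medium: Tris/NaCl/DTT buffer, pH 7.5 | Compound dosing: One concentration, 12.5 µM, 0.25% DMSO | Times: 90 min incubation of compound, enzyme and substrate at room temperature | Control set: no-enzyme wells high, enzyme-with-substrate wells low | Read-out: % inhibition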
STEP block – inhibitors of human striatal-enriched phosphatase STEP; P54829; inhibition, % at 20 µM; AID 588621; recombinant STEP, OMFP fluorogenic substrate, fluorescence; actives 0.25% (n = 360,000);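 active = inhibition at 20 µM, scaled per plate between control wells, above about 37%, limit read from the data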;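 also: 0% = DMSO with enzyme and substrate and 100% = substrate only without enzyme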
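material = STEP tyrosine phosphatase | reagent = fluorogenic phosphatase substrate OMFP at 25 µM final | doses = single compound dose of 20 µM, 1% DMSO final | schedule = 20 min reaction, room temperature, in the dark | measured by = fluorescence, 480/540 nm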
Neddyl block – blocks human cullin neddylation; actives 0.58% (n = 360,000); P61081+Q13564; TR-FRET cullin neddylation, biochemical; calls only at 25 µM; in the data active = inhibition above about 36%
SUMO1 PPI mod – alters human SUMO1 binding to SIM partners. AID 602429. SUMO1 binding to a labelled peptide, TR-FRET, 1 h. actives 0.33% (n = 360,000). P63165. inhibition, % at 20 µM; in the data active = inhibition above about 37%
Rpn11 inh – Rpn11 (human) deubiquitinase inhibition | O00487 | human 26S proteasome, Ub4-pepOG fluorescence polarization; 20S core pre-blocked with epoxomicin | calls only at 20 µM | actives 0.59% (n = 360,000);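 active = inhibition at 20 µM, scaled to each plate's controls, above about 33%, limit read from the data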
Scp1 inh – blocks human Scp-1 phosphatase activity; actives 0.88% (n = 340,000); AID 493091; Q9GZU7; inhibition, % at 20 µM; Recombinant Scp1, phosphopeptide, malachite green phosphate absorbance;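 active = inhibition above about 50% at 20 µM, limit read from the data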;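 also: plate controls were DMSO wells with enzyme for no effect and wells lacking enzyme for full effect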
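Test system: SCP-1 catalytic domain; Buffer or medium: Acidic Tris acetate buffer with magnesium and detergent; Also added: Phosphorylated 17-residue peptide substrate; Compound: single 20 µM dose, 1% DMSO; Schedule: enzyme reaction 45 min at room temperature, colour 5 min, stabilisation 30 min; Signal: Phosphate-binding colour reagent, absorbance read at 630 nm.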
Starred values were filed as active, the others as inactive; i = inactive; · = no result given.

SMILES | NadD inh | Rin1-Abl PPI inh | DNMT1 inh | LMPTP block | CSN inh | STEP block | Neddyl block | SUMO1 PPI mod | Rpn11 inh | Scp1 inh
Cc1ccccc1N=C(NOCc1ccc(Cl)cc1Cl)c1nonc1N | 6.1 | -0.6 | -11.5 | 4.3 | 0.3 | -2.4 | i | -1.6 | i | -9.5
Cc1ccc(CN2C(=O)C(CC(C)C)Nc3ncnc(N4CCN(c5ccccn5)CC4)c32)cc1 (centres undefined) | 6.7 | 1.6 | -13.8 | 2.0 | 0.0 | -0.3 | i | 3.2 | i | 12.2
COc1ccc(NC(=O)c2ccc(-n3cncn3)c([N+](=O)[O-])c2)cc1 | 0.4 | 1.2 | 0.4 | -1.6 | -1.8 | 0.0 | i | -20.6 | i | -4.5
C=CCn1cnc2c(c1=O)c1nc3ccccc3nc1n2/N=C/c1cccc(OC)c1 | -7.8 | 0.6 | -2.7 | -2.2 | 2.6 | 0.2 | i | 9.0 | i | -10.7
COc1ccc(S(=O)(=O)Nc2c(C(=O)O)[nH]c3ccc(OC)cc23)cc1 | -8.8 | 0.7 | -9.2 | -1.4 | 2.4 | -1.3 | · | -3.5 | i | -5.3
COc1ccc(S(=O)(=O)Nc2ccccc2C(=O)NC2CC2)cc1NC(C)=O | -3.8 | 0.8 | 1.7 | -2.8 | 0.8 | 0.2 | i | -4.5 | i | -5.2
C=CCn1cc(C(=O)OCC)c(=O)c2ccc(F)cc21 | -4.5 | 1.6 | -0.8 | -0.6 | -2.9 | 4.0 | i | 0.1 | i | -1.4
CSCCC(NS(=O)(=O)c1ccc(Cl)cc1)C(=O)OCC(=O)N(C(C)C)C(C)C (centres undefined) | -0.6 | 0.6 | -6.5 | -0.5 | -5.2 | -0.3 | i | 0.9 | i | -2.2
CC1CCN(C(=O)C2CCN(S(=O)(=O)c3cccnc3)CC2)CC1 | 6.4 | 0.5 | -1.6 | -1.5 | 1.9 | -0.9 | i | -2.4 | i | -10.2
CC(=O)NC(c1ccccc1)c1c(O)ccc2ccccc12 (centres undefined) | 0.8 | -1.6 | -1.8 | 0.7 | 3.0 | -8.2 | i | -0.3 | i | -6.7
CCc1c(C)sc(NC(=O)c2cccs2)c1C(=O)OC(C)C | 1.3 | 0.9 | 6.3 | 4.9 | 1.6 | 3.8 | · | -0.3 | i | -13.0
c1ccc(-c2ccc(-c3nc(-c4ccncc4)no3)cc2)cc1 | -0.2 | -1.0 | 1.6 | 0.1 | 0.7 | 0.9 | i | -3.3 | i | 9.8
O=C(CCc1ccccc1)NNC(=O)COc1ccc(Cl)cc1 | 0.9 | -0.7 | 2.4 | 20.8 | -1.8 | -0.5 | i | -6.6 | i | 14.8
O=C(NN=Cc1ccccc1O)c1cccc([N+](=O)[O-])c1 | 0.2 | -1.1 | 36.2 | 81.8* | 15.4 | 59.3* | i | 38.3 | i | 96.7*
CC(=O)Nc1ccc(OS(=O)(=O)c2ccc(Cl)cc2)cc1 | -8.1 | 0.8 | 1.5 | -0.2 | 1.3 | 1.9 | i | -1.0 | i | -11.1
COc1ccc2c(c1)C=C(C(=O)OCc1cccnc1)CO2 | -4.4 | 0.2 | 6.8 | 0.0 | 2.1 | 2.5 | i | -13.6 | i | -6.5
Cc1cccnc1Nc1nc(-c2ccc(O)c(O)c2)cs1 | 1.5 | 6.5 | -17.9 | 5.8 | 3.0 | 0.4 | i | -0.1 | i | -7.7
CN(C)CC(C)(C)CN=Cc1c(O)[nH]c2ccccc12 | -2.8 | -4.5 | 0.8 | -2.7 | -0.8 | -1.7 | i | -6.5 | i | -2.7
COC(=O)c1nnn(CC(=O)NC(=O)Nc2cccc(Cl)c2C)c1C(=O)OC | -10.1 | 1.1 | -14.6 | 0.9 | -1.8 | -3.3 | i | -2.4 | i | 3.1
C=CCn1c2ccccc2c2nnc(SCC(=O)O)nc21 | -2.1 | 1.3 | 2.6 | -1.0 | 6.3 | -0.6 | i | -3.1 | i | -1.8
CC(=O)N(C1=C(N)C(=O)c2ccccc2C1=O)C(C)C | -0.2 | -1.1 | -7.5 | 1.3 | -6.5 | -3.1 | i | -23.5 | i | -3.7
C=CCNc1nc2c(c(=O)n(C)c(=O)n2C)n1CC(=C)C | -6.2 | -0.1 | 2.3 | -1.6 | -3.2 | -0.7 | i | 3.1 | i | -6.6
CN(C)c1ccc(C(CNC(=O)c2ccc(C#N)cc2)c2c[nH]c3ccccc23)cc1 (centres undefined) | 7.3 | 0.7 | -17.4 | 2.4 | -1.7 | 0.3 | i | -1.2 | i | -6.8
O=C(NC1CCCC1)C(c1ccccn1)N(C(=O)c1csnn1)c1ccccc1Cl (centres undefined) | -7.5 | 5.2 | 2.2 | 0.6 | 1.7 | 1.0 | i | 6.9 | i | -4.9
CC1(CCOCc2ccccc2)NC(=O)NC1=O (centres undefined) | 0.3 | 1.3 | -0.3 | -2.8 | -2.0 | 2.5 | i | 0.3 | i | -3.8
O=C1CN(C(=O)COc2ccccc2F)c2ccccc2N1 | -0.2 | 5.8 | -2.6 | -2.0 | -20.3 | -2.0 | i | -2.2 | i | 3.7
O=C(CN1CCCC1)N/N=C/c1ccc(-c2cccc(Cl)c2)o1 | -7.8 | 1.5 | -0.4 | 2.4 | 0.5 | 2.2 | i | -13.7 | i | -20.7
Cc1nn(CCCC(=O)NCc2ccccc2)c(=O)c2nccn12 | -1.8 | 3.8 | 5.7 | -1.2 | -2.8 | 2.5 | i | -0.9 | i | -11.2
CC(Oc1ccc(F)cc1)C(=O)NN (centres undefined) | 0.5 | -0.6 | -2.2 | -0.4 | -11.7 | -3.4 | i | -1.5 | i | -5.3
O=C(NCC1CC1)c1onc(CSc2ccccc2)c1C(=O)NCC1CC1 | -3.9 | 4.1 | 3.5 | 1.3 | 4.3 | -0.4 | i | 17.0 | i | -3.0
Cc1cc(NS(=O)(=O)c2ccc(NC(=O)C3CCCCC3)cc2)no1 | 0.6 | 1.7 | -0.6 | -0.8 | 4.5 | 2.6 | i | 3.0 | i | -1.2
COc1cccc(C=C(C#N)C(=O)c2ccccc2)c1 | 31.7* | 4.2 | 0.0 | -0.3 | -5.9 | -0.6 | i | 4.9 | i | ·
Cn1cnc([N+](=O)[O-])c1Nc1ccc(O)cc1 | 1.7 | -3.0 | -3.3 | -0.9 | -1.5 | -3.9 | i | -15.5 | i | -10.1
COc1ccc(C2=NOC3(CC(=O)N(c4ccc(C)cc4)C3=O)C2)c(OC)c1 (centres undefined) | -3.0 | 0.0 | 8.2 | -1.3 | 0.1 | -0.2 | i | -1.2 | i | 8.3
O=C(O)c1ccc(Nc2ncc([N+](=O)[O-])cc2[N+](=O)[O-])cc1 | -5.5 | -5.0 | 7.5 | 0.5 | -5.9 | -1.5 | i | -13.0 | i | 10.4
CCC(C)NS(=O)(=O)c1ccc(S(=O)(=O)N(CC(=O)Nc2ccccc2)CC2CCCO2)cc1 (centres undefined) | -4.0 | 1.9 | -5.0 | -1.4 | 2.7 | -2.2 | i | 2.6 | i | -5.3
CC1CC(C)CN(S(=O)(=O)N2CCC(C(=O)NCCC3=CCCCC3)CC2)C1 (centres undefined) | -9.0 | 1.4 | -0.7 | -1.1 | 0.3 | -2.4 | i | 2.3 | i | -12.9
O=C(Cn1nnc2ccccc21)Nc1ccc([N+](=O)[O-])cc1 | -2.6 | 1.4 | 4.2 | -0.3 | -0.3 | -0.8 | i | -27.8 | i | -7.2
CC(C)(C)n1nc2c(c1NC(=O)Cc1ccc(Cl)cc1)CS(=O)(=O)C2 | -2.3 | 3.0 | 0.6 | -0.5 | 1.0 | -0.1 | i | 5.0 | i | -5.5
Cc1cccc(OCC(=O)NCC(c2cccs2)N2CCOCC2)c1 (centres undefined) | 0.3 | 0.6 | -5.8 | 0.6 | 1.0 | -0.3 | i | 6.6 | i | -0.6
COc1ccc(-c2ccnc(SCC(=O)N3CCN(c4ccccc4)CC3)n2)cc1 | 0.2 | -0.2 | -1.7 | 1.0 | -0.6 | 0.3 | i | -1.2 | i | -14.9
O=c1c(Cl)c(N2CCNCC2)cnn1C12CC3CC(CC(C3)C1)C2 | 0.6 | 1.8 | -0.4 | 0.1 | -0.3 | -2.3 | i | -8.9 | i | -6.2
COc1ccccc1CNC(=O)c1ccc2c(=O)n(CC3CCCO3)c(=S)[nH]c2c1 (centres undefined) | -4.3 | -1.6 | -1.0 | -0.7 | 9.3 | -2.1 | i | 4.3 | i | -0.8
CCN(CC)CCN1CCn2c3c(c4cc(C)ccc42)CCCC31 (centres undefined) | 1.9 | -6.4 | -3.0 | -1.0 | 0.3 | -0.3 | i | -12.1 | i | -6.6
Cc1cc(N(CC(=O)NC2CC2)S(C)(=O)=O)ccc1Br | 6.0 | -0.9 | 3.6 | -0.5 | -22.1 | -0.3 | i | -15.2 | i | -8.7
CC(=O)NC1=NC(=O)C(C)S1 (centres undefined) | -0.5 | 4.4 | 2.2 | -0.7 | -2.9 | 0.4 | i | -2.7 | i | 4.6
COc1cc(NC(=O)CCn2c(=O)[nH]c3ccsc3c2=O)cc(OC)c1 | 1.9 | 7.6 | -0.7 | -0.2 | 6.3 | -1.1 | i | 4.4 | i | -5.2
COc1ccc(-c2nc(N)n(C(=O)c3ccc(C)cc3)n2)cc1 | -0.4 | -0.2 | 0.8 | 0.2 | 5.8 | -3.9 | i | 2.9 | i | 3.8
COC(=O)[C@H](Cc1ccccc1)NC(=O)NCCC1=CCCCC1 | -9.6 | -1.1 | -2.8 | -0.8 | 8.3 | -0.7 | i | -5.1 | i | -0.3
Cc1cc(F)ccc1NCc1ccccc1[N+](=O)[O-] | -4.0 | -0.2 | -3.9 | 1.6 | 1.3 | 0.1 | i | -3.2 | i | -4.5
CCOC(=O)c1c(-c2ccccc2)csc1NC(=O)c1cccc(N2C(=O)CCC2=O)c1 | -15.4 | 0.6 | -4.7 | 2.3 | 8.1 | 5.9 | i | 28.3 | i | -12.1

Part of the list above, as labelled records:
> COc1cc(NC(=O)CCn2c(=O)[nH]c3ccsc3c2=O)cc(OC)c1
  NadD inh: 1.9
  Rin1-Abl PPI inh: 7.6
  DNMT1 inh: -0.7
  LMPTP block: -0.2
  CSN inh: 6.3
  STEP block: -1.1
  Neddyl block: i
  SUMO1 PPI mod: 4.4
  Rpn11 inh: i
  Scp1 inh: -5.2

> COc1ccc(-c2nc(N)n(C(=O)c3ccc(C)cc3)n2)cc1
  NadD inh: -0.4
  Rin1-Abl PPI inh: -0.2
  DNMT1 inh: 0.8
  LMPTP block: 0.2
  CSN inh: 5.8
  STEP block: -3.9
  Neddyl block: i
  SUMO1 PPI mod: 2.9
  Rpn11 inh: i
  Scp1 inh: 3.8

> COC(=O)[C@H](Cc1ccccc1)NC(=O)NCCC1=CCCCC1
  NadD inh: -9.6
  Rin1-Abl PPI inh: -1.1
  DNMT1 inh: -2.8
  LMPTP block: -0.8
  CSN inh: 8.3
  STEP block: -0.7
  Neddyl block: i
  SUMO1 PPI mod: -5.1
  Rpn11 inh: i
  Scp1 inh: -0.3
